# CR mimetic SO: caloric restriction mimetics inhibiting age-related superoxide in yeast | S. cerevisiae aged cells, superoxide DHE fluorescence; stronger effect = lower value | superoxide response (% of plate mean), % at 10 µM | actives 0.18% (n = 330,000);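 active = superoxide response under a set limit, about three screen SD below normal, cut at about 65% in these data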;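 also: yeast aged for seven days with compound at 30 °C before DHE staining; 100% = average MFI of all compound-treated wells on the plate with controls excluded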
# Bcl-xL primary: blocks human Bcl-xL binding to Bim BH3 peptide. actives 0.7% (n = 320,000). GST-Bcl-xL / FITC-Bim BH3 peptide fluorescence polarization. AID 2129. Q07817. inhibition, % at 10.9 µM;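 active = inhibition above the mean of all tested compounds plus 3 SD, cutoff set per campaign, cut at about 30% in these data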;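 also: 0% = DMSO wells and 100% = unlabeled Bim-BH3 peptide competitor; inhibitors lower millipolarization by displacing the labeled peptide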
# MCL1 BIM primary: MCL1-BIM-BH3 interaction inhibition (human); Q07820; GST-MCL1 / FITC-Bim-BH3 fluorescence polarization; inhibition, % at 10.9 µM; actives 0.68% (n = 320,000); AID 2057;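 active = inhibition above the mean inhibition of all tested compounds plus 3 SD, set per campaign, cut at about 40% in these data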;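 also: 0% = DMSO wells and 100% = unlabeled Bim-BH3 peptide control; higher means more loss of mP so more displacement of Bim peptide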
# AGP1-GFP MLPCN: alters AGP1-GFP fluorescence in TOR pathway yeast screen. S. cerevisiae AGP1-GFP multiplex flow cytometry, 3 h; GFP as percent of DMSO wells. AID 2066. actives 0.02% (n = 320,000). GFP response vs DMSO, % at 10 µM;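 active = GFP response relative to DMSO above a set limit, near screen average plus 3 SD, cut at about 150% in these data; inconclusive = fewer than 70 cells counted for the yeast strain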;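 also: median GFP channel fluorescence of the gated AGP1 strain per well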
# GLD-1 TGE inh: GLD-1-TGE RNA interaction inhibition (C. elegans) | Q17339 | actives 0.44% (n = 320,000) | AID 2280 | inhibition, % at 5.96 µM | purified GLD-1 + fluorescein TGE RNA, fluorescence polarization;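 active = percent inhibition above a per-plate cutoff, the plate mean of test compounds plus 3 SD, cut at about 30% in these data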;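 also: 0% = DMSO wells with GLD-1 and probe and 100% = wells lacking GLD-1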
# MEX-5 binding: C. elegans MEX-5 TCR-2 RNA binding activity | MEX-5/FITC-TCR2 RNA binding, fluorescence polarization; stronger effect = lower value | activity score (negative = inhibition of binding), % at 10 µM | actives 0.38% (n = 300,000);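 active = inhibition past about -25% in most replicates, and total fluorescence under double the plate's negative control median, limit read from the data; inconclusive = replicates evenly split on the limit, or fluorescence at least double controls; inactive = too little inhibition in most replicates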;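 also: 0% = DMSO and -100% = 5 µM competing unlabeled TCR2 RNA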
# GRK2 inh: human GRK2 inhibition via aptamer displacement | bead flow cytometry, FAM-aptamer displacement from GRK2 | inhibition of aptamer binding, % at 10 µM | actives 0.59% (n = 330,000) | AID 488847;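 active = inhibition of aptamer binding above 40%, roughly 3 SD of noise, on plates passing a quality check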;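 also: median bead fluorescence of bound FAM aptamer so fluorescent compounds give negative values; no value below 0 was filed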
# VLA-4 inh: inhibition in a human VLA-4 binding assay. inhibition, % (about 7 µM as worked out from the volumes in the protocol). VLA-4 expressing cells, ligand binding flow cytometry. P13612. actives 0.2% (n = 330,000); in the data active = inhibition above about 50%
# Target sequence (P13612 whole entry, looked up): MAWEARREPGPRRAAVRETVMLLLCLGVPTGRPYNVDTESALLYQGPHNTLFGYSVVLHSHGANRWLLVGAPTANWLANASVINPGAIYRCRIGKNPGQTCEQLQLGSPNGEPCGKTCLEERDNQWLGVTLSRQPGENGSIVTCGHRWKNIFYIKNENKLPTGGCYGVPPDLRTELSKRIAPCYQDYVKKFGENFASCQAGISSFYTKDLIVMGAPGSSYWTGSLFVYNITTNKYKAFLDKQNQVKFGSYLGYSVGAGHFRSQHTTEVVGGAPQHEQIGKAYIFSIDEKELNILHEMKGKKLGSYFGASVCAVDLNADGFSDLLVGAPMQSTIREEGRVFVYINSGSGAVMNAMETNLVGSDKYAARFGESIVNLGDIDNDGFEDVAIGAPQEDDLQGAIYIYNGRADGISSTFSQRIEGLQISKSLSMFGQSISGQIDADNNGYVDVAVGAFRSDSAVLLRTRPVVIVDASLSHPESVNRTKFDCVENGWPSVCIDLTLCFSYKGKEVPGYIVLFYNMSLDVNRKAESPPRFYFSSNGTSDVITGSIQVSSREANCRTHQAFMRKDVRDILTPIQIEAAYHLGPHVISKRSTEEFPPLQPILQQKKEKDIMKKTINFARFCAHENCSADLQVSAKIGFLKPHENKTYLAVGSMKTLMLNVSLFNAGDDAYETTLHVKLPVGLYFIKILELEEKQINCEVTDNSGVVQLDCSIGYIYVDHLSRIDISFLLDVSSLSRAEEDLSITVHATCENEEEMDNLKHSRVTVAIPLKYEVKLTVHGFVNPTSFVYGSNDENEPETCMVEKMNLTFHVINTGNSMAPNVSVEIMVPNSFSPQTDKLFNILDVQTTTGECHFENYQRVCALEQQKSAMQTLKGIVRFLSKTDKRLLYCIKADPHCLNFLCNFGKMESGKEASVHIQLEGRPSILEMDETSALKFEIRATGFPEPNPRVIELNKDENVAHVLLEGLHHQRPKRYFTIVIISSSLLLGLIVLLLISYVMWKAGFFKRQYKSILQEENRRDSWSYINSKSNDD
# CIT2-GFP yeast: alters CIT2-GFP fluorescence in TOR pathway yeast screen; S. cerevisiae CIT2-GFP strain, flow cytometry, 3 h; 100 means same as DMSO wells; GFP response vs DMSO, % at 10 µM; actives 0.065% (n = 320,000);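 active = GFP response relative to DMSO above a set limit, near the screen mean plus 3 SD, cut at about 150% in these data; inconclusive = Fewer than 70 cells measured for a yeast strain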;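 also: ratio of well median GFP fluorescence to mean of DMSO wells on the plate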
# * = called active by the depositor; u = inconclusive; x = no result given.
SMILES,CR mimetic SO,Bcl-xL primary,MCL1 BIM primary,AGP1-GFP MLPCN,GLD-1 TGE inh,MEX-5 binding,GRK2 inh,VLA-4 inh,CIT2-GFP yeast
COCCNC(=O)COC(=O)c1nsc(Cl)c1Cl,106,5,-6,99,-5,-1.0,0,-9,99
Cc1onc(-c2c(F)cccc2Cl)c1C(=O)N(C)CC(=O)Nc1cccc(F)c1,97,2,6,108,-8,0.6,2,-4,100
CCOc1ccc(C2C3=C(CCCC3=O)OC(N)=C2[N+](=O)[O-])cc1 (centres undefined),81,-4,-5,x,-2,-1.7,2,2,x
FC(F)(F)c1cccc(CON=C2CCN(c3ncc(C(F)(F)F)cc3Cl)CC2)c1,100,6,2,90,4,0.6,4,1,81
CSCC(C)N1CCC(CO)(CCc2ccccc2)CC1 (centres undefined),89,0,-1,102,5,-0.5,0,9,104
O=C1NC(=O)/C(=C/c2cccc(O)c2)N1,96,6,7,100,-4,-0.8,0,47,103
COc1ccc(CCC(=O)Nc2ccc3c(c2)OCO3)cc1OC,141,-4,-11,94,-11,1.6,1,13,97
COc1cccc(OC)c1C(=O)Nc1ccc(C)cc1C(=O)c1ccccc1,94,-4,5,102,0,1.4,1,1,98
O=C(CSCc1ccc(Br)cc1)NCCc1ccccc1,91,-1,6,106,8,2.0,0,10,103
O=C(NC1CCN(Cc2ccccc2)CC1)c1ccccc1OCc1ccccc1Cl,94,1,3,101,-3,0.4,0,2,96
COc1ccc(N2CCN(C(=O)CN3C(=O)c4ccccc4S3(=O)=O)CC2)cc1,102,5,-3,93,1,-1.4,1,17,88
CCc1ccc(N(CC(=O)NC(C)C)C(=O)CCC(=O)Nc2ccccn2)cc1,95,-8,-4,97,-9,-0.9,0,7,98
CCc1noc(C)c1C(=O)NNC(=O)c1ccc(F)cc1,81,0,5,108,9,3.9,0,-4,109
CC(CNS(=O)(=O)c1ccc(Br)cc1)CN(C)C (centres undefined),100,3,-3,103,0,-1.3,0,27,103
COc1cccc(NC(=O)c2ccccc2Br)c1,98,0,0,91,5,u,x,8,100
O=C(NCCN1CCCCC1)Nc1ccc(Cl)cc1,94,5,3,101,6,-2.5,0,-4,103
COc1cccc(-c2nc(=S)c3c(n2CCCO)CCCC3)c1,105,4,12,91,1,-1.2,0,-14,90
Cc1onc(-c2ccccc2Cl)c1C(=O)N(Cc1nc(-c2ccccc2)no1)C1CCCCC1,94,2,5,110,-1,-1.8,5,6,101
COc1cccc(-n2cc(C(=O)NCCCOC(C)C)c3ccccc3c2=O)c1,88,5,4,99,1,0.0,2,2,100
CCOC(=O)c1c(CSc2ccccc2)oc2cc(Br)c(O)c(CN(C)C)c12,97,6,-1,98,10,0.3,0,3,91
O=C(COC(=O)c1cnccn1)Nc1cccc2ccccc12,92,-4,-7,117,-1,-4.8,3,17,95
COc1cc(OC)c(OC)cc1CN1CCSCC1,105,x,x,111,x,0.2,0,-2,105
Cc1ccc(NC(=O)c2cc([N+](=O)[O-])ccc2NCc2cccnc2)cc1,99,3,9,94,7,-2.8,0,12,109
CCCc1nnc(NC(=O)CCC(=O)N2CCN(Cc3ccc(OC)c(F)c3)CC2)s1,91,0,7,95,4,0.3,2,1,106
O=C(CCn1c(=S)oc2ccccc21)Nc1cccc(O)c1,93,-8,-14,91,17,-0.3,2,1,90
O=C1NCCCC1C(=O)N/N=C/c1cccc([N+](=O)[O-])c1 (centres undefined),88,-2,2,109,-12,6.5,1,-6,105
CC(C)(C)NC(=O)c1ccc(NC(=O)c2ccccc2-c2ccccc2C(=O)O)cc1,105,5,6,95,4,0.2,3,-4,96
C/C(=N\Nc1cc(C)nc(-c2ccccc2O)n1)c1ccccc1,100,3,4,94,7,0.2,0,26,108
COc1ccc(-c2cc(C(=O)N(C)Cc3cccc(OC)c3OC)c3ccccc3n2)cc1OC,103,7,4,103,1,0.6,0,-8,101
O=C(COC(=O)c1ccc(S(=O)(=O)NCc2ccco2)cc1)NCc1ccc(F)cc1,95,4,4,106,5,x,1,0,104
CC(C)CCc1noc(CN(CC2CCC2)CC2CCCO2)n1 (centres undefined),104,9,2,113,-1,-1.7,1,22,111
CCOC(=O)c1cc(S(=O)(=O)Nc2ccc(F)cc2F)cn1C,107,6,4,110,-3,-4.3,0,19,108
COc1cc(OC)nc(S(C)(=O)=O)n1,102,2,-12,94,3,0.1,2,28,88
CC1(C(=O)OCC(=O)Nc2ccccc2)CC1(Cl)Cl (centres undefined),103,1,-8,103,6,-1.2,0,6,97
COc1ccc(NC(=O)CSc2ccccc2)cc1S(=O)(=O)N1CCOCC1,87,0,5,99,5,2.4,1,9,92
COC(=O)COc1c(Cl)cc(C(c2c(C)[nH][nH]c2=O)c2c(C)[nH][nH]c2=O)cc1OC,93,x,x,98,x,-7.6,0,-4,98
Cc1sc2nc(SCC(=O)NCc3ccco3)n(CCc3ccccc3)c(=O)c2c1C,109,8,6,102,2,-0.7,3,3,91
CCCCC(=O)Nc1ccc(NC(=O)c2ccc(C)c([N+](=O)[O-])c2)cc1OC,90,0,0,91,1,-1.2,0,5,99
NC(=O)c1cc2cc(Br)ccc2o/c1=N/NC(=O)c1cccc(F)c1,104,x,x,100,x,-1.2,0,14,93
O=C(O)CSc1nc(-c2ccccc2)nc2c1CCCC2,109,0,-6,109,4,-1.7,0,-22,92
Cc1ccccc1NC(=O)c1c(-c2ccccc2)noc1C,99,3,5,106,-1,-0.8,0,0,99
COCCc1nnc(NC(=O)C23CC4CC(CC(C4)C2)C3)s1,109,1,-1,127,-3,1.8,0,1,113
COc1ccc(C(C)=O)cc1CN1C(=O)NC2(CCCCC2)C1=O,97,-11,-11,101,11,1.5,1,2,99
CC(C)(C)OC(=O)CN1C(=O)S/C(=C\c2ccc(-c3cccc(C(=O)O)c3)o2)C1=O,123,9,10,101,-2,-8.8,11,13,107
COc1ccc(C)cc1NC(=O)COC(=O)CCC(=O)c1cccs1,93,5,2,100,3,x,2,9,97
CCc1ccc(N(CC(=O)Nc2ccc(OC)cc2OC)S(C)(=O)=O)cc1,93,6,8,85,-1,-1.3,2,5,85
Brc1ccc(N=Nc2ccc3ccccc3n2)cc1,92,4,1,105,5,-0.5,1,-8,97
C=CCc1cccc(OC)c1OCCOCCNCCO,112,-9,-11,98,3,0.6,2,12,95
Cc1ccccc1NC(=O)c1ccc(CN2CC(=O)N3CCCCC3C2=O)cc1 (centres undefined),100,5,7,91,7,0.6,1,-5,94
Cc1nn(-c2ccccc2)c(C)c1/C=C1\C(=O)N(C)C(=S)N1C,102,12,0,98,10,-4.4,0,-7,93
CCOC(=O)c1ccc(NC(=O)NNC(=O)CCc2ccc(OC)cc2)cc1,97,x,x,93,x,-2.8,1,4,84
Cc1ccc(C(=O)/C=C/Nc2ccc(S(=O)(=O)Nc3cc(C)nc(C)n3)cc2)cc1,112,-7,-15,99,4,-0.5,2,-14,107
COc1cc(C(=O)Nc2nccs2)ccc1OCc1c(C)noc1C,111,4,-5,101,1,0.5,0,-19,97
COC(=O)N1C(=O)[C@](c2ccccc2)(C2CCCC2)N1C(=O)OC,93,-2,-9,79,3,0.6,2,16,64
O=C(CCC1CCCN(C(=O)c2ccc(F)c(F)c2)C1)N1CCN(c2ccccn2)CC1 (centres undefined),98,-7,17,93,-1,1.6,0,9,94
COC(=O)CC1SCCNC1=O (centres undefined),104,-4,-6,98,10,0.4,0,8,91
CC1=CC(=O)OC1Cc1ccncc1 (centres undefined),83,0,11,103,-1,-0.6,0,1,113
NS(=O)(=O)c1ccc(CCNC(=O)C2CCN(S(=O)(=O)c3cccc4cccnc34)CC2)cc1,96,0,2,106,5,0.7,2,2,110
Cc1cc(C)cc(OCC(=O)OCC(=O)NCc2cccs2)c1,107,-8,-4,101,0,0.9,2,7,107
Cc1c2cnn(CC(=O)NCc3ccccn3)c(=O)c2c(C)n1Cc1ccccc1,105,-3,6,98,6,1.5,0,-1,93

# Fetched by compound from the list above:
SMILES,CR mimetic SO,Bcl-xL primary,MCL1 BIM primary,AGP1-GFP MLPCN,GLD-1 TGE inh,MEX-5 binding,GRK2 inh,VLA-4 inh,CIT2-GFP yeast
COC(=O)N1C(=O)[C@](c2ccccc2)(C2CCCC2)N1C(=O)OC,93,-2,-9,79,3,0.6,2,16,64
NS(=O)(=O)c1ccc(CCNC(=O)C2CCN(S(=O)(=O)c3cccc4cccnc34)CC2)cc1,96,0,2,106,5,0.7,2,2,110
Cc1ccc(C(=O)/C=C/Nc2ccc(S(=O)(=O)Nc3cc(C)nc(C)n3)cc2)cc1,112,-7,-15,99,4,-0.5,2,-14,107
COC(=O)CC1SCCNC1=O (centres undefined),104,-4,-6,98,10,0.4,0,8,91

# Next part.
SMILES,CR mimetic SO,Bcl-xL primary,MCL1 BIM primary,AGP1-GFP MLPCN,GLD-1 TGE inh,MEX-5 binding,GRK2 inh,VLA-4 inh,CIT2-GFP yeast
Cc1cccc(C(=O)OC2CCN(C)CC2)c1,94,5,7,106,6,1.0,1,1,104
CCOC(=O)C1CCN(CC(O)COc2ccc(C(=O)CC)cc2)CC1 (centres undefined),106,6,5,93,4,2.3,1,8,96
CCCn1c(SCC(N)=O)nnc1C(C)C,105,-5,1,103,0,3.3,0,19,102
Cc1cc(Nc2cccc(Cl)c2)c2ccccc2n1,98,3,3,107,0,2.3,0,-26,106
CN(CCNC(=O)C1CCC(=O)N(Cc2cccc(F)c2)C1)CCc1ccccc1 (centres undefined),92,x,x,87,x,1.8,0,7,101
CN(CC(=O)Nc1ccccc1Cl)C(=O)C1CCN(C(=O)c2ccc(Cl)cc2)CC1,106,-1,-4,96,-2,-0.5,1,-18,95
CN1CCN(c2ccccc2NC(=O)COc2ccccc2)CC1,96,5,8,104,9,1.4,1,-3,103
CC(NC(=O)NC(=O)c1cccc([N+](=O)[O-])c1)C1CC1 (centres undefined),98,x,x,86,x,2.1,4,-2,108
CC(C)Oc1cccc(C(=O)C2CCCN(C(=O)c3noc4c3CCCC4)C2)c1 (centres undefined),103,7,14,104,-3,0.9,0,27,104
O=C(N/N=C/C=C/c1ccccc1)c1ccccc1Br,112,-3,-8,96,-2,1.7,0,8,92
CC(=O)N1CCOc2ccc(S(=O)(=O)NCC3CCC(C(=O)Nc4ncccc4C)CC3)cc21 (centres undefined),117,5,4,95,-2,-3.7,3,2,101
O=C(Cc1ccccc1F)NNC(=O)c1ccncc1,97,5,9,108,1,0.3,1,-3,102
Cc1nc2cc(NC(=O)NCc3ccco3)ccc2o1,90,1,8,99,-6,-0.6,2,42,95
Cc1nc(-c2ccc(F)cc2)c(CC(=O)Nc2ccc(C)c(S(=O)(=O)N3CCOCC3)c2)s1,88,-1,-2,94,-1,-0.1,0,3,95
CCC(C(=O)OCC(=O)Nc1cccc(OC)c1)c1ccccc1 (centres undefined),101,2,-7,92,-1,1.2,1,8,90
CCc1c(O)nc(SCC(=O)N2CCc3cc(OC)c(OC)cc3[C@@H]2C)[nH]c1=O,109,3,0,108,0,-4.5,2,-16,108
O=c1[nH]c(O)c(N=Nc2ccc(Cl)c(S(=O)(=O)Nc3ccccc3Cl)c2)c(=O)[nH]1,110,x,x,104,5,x,1,12,114
COc1cc(/C=C2/NC(=O)N(Cc3ccccc3F)C2=O)cc(OC)c1OC,87,5,2,102,5,1.9,0,-2,101
Cc1nnc(SCC(=O)N/N=C/c2cn(-c3ccccc3)nc2-c2ccc(F)cc2)n1-c1ccccc1,108,1,2,102,-6,1.6,0,3,94

# From PubChem BioAssay
